Rev-erbA mod – modulators of Rev-erb alpha DNA binding, primary screen, biochemical, FITC-DNA, fluorescence polarization, uHTS; Nuclear receptor subfamily 1 group D member 1 (Homo sapiens), P20393; activity, % at 10 µM; 370,000 tested, 0.79% active; Rev-erbα–FITC-DNA binding, 90 min; AID 1259318, 2017;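 active = activity above about 14%, limit read from the data; passing the limit was not always enough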;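 note: 0% = DMSO wells with 35 nM protein and 100% = DMSO wells with 750 nM protein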
rCAG binder – binders of r(CAG) RNA repeats, primary screen, biochemical, fluorescence. r(CAG) RNA repeat, TO-PRO-1 dye displacement fluorescence. 370,000 tested, 1.3% active. AID 651821, 2012. inhibition, % at 3 µM;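 active = inhibition above the plate cutoff, the mean of all test compounds on that plate plus 3 SD, cut at about 35% in these data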;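 note: 0% = DMSO alone and 100% = 100 µM mitoxantrone as full dye displacement; higher means more dye released from RNA so lower well fluorescence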
mABHD4 FP – ABHD4 inhibitors, primary screen, biochemical, fluorescence polarization, mouse | 370,000 tested, 0.54% active | inhibition, % at 8.92 µM | purified mABHD4, FP-Rh probe fluorescence polarization;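 active = inhibition exceeding the mean over every tested compound plus 3 SD, cut at about 30% in these data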;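 note: 0% = plate median of compound wells and 100% = S159A mutant with DMSO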
Target sequence (Q8VD66 whole entry, looked up): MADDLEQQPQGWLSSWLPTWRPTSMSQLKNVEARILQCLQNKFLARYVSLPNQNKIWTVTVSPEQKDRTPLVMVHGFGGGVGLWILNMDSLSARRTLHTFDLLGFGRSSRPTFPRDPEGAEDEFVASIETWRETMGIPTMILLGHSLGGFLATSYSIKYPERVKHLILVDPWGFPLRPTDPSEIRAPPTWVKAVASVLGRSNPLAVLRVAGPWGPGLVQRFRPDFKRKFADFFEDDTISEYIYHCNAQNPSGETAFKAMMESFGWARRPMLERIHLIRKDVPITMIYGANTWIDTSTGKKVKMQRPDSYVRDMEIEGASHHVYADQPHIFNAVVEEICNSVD
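Material: mouse ABHD4 enzyme, wild type; Benchmarks: S159A mutant high control, sample median low control; Buffer or medium: HEPES pH 7.0, NaCl, Pluronic buffer; Signal: fluorescence polarization; Read-out: percent inhibition of probe binding, normalized to plate controls; Timing: pre-incubation 45 min, probe exposure 60 min, at 25 °C; Dosing: 8.92 µM, single dose.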
GC-A act – GC-A stimulated cGMP production enhancers – HEK293 GC-A cells, cGMP TR-FRET, EC30 ANP, primary screen | Atrial natriuretic peptide receptor 1 (Homo sapiens), P16066 | 0% at EC30 ANP, 100% saturating ANP | activation, % at 10 µM | 370,000 tested, 0.14% active | AID 1671463, 2021; in the data active = activation above about 40%
ARFGAP1 inh – inhibitors of rat ARFGAP1 GAP activity, primary screen, biochemical, fluorescence polarization, GDP tracer; ADP-ribosylation factor GTPase-activating protein 1 (Rattus norvegicus), Q62848; Arfgap1-stimulated ARF1 GTP hydrolysis, GDP FP detection; inhibition, % at 16.5 µM; 360,000 tested, 0.26% active; AID 651572, 2012;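 active = inhibition above a per-plate limit, mean inhibition of low control wells plus 3 SD, cut at about 25% in these data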;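 note: 0% = DMSO wells with enzyme and 100% = wells lacking Arfgap1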
Target sequence (Q62848 1-136 limits assumed): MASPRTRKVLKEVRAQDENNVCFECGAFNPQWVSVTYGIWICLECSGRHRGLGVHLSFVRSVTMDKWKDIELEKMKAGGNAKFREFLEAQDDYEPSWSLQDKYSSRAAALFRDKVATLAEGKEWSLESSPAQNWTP
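Assay system: Rat Arfgap1 GAP domain (His6, aa 1-136), purified enzyme | Buffer or medium: HEPES 25 mM pH 7.5, NaCl 150 mM, MgCl2, DTT | Schedule: GTP hydrolysis reaction 2 h at 25 °C | Signal: FP of antibody-bound GDP Alexa 633 tracer, ex 620/em 688 nm | Measure: Percent inhibition of Arfgap1-stimulated GTP hydrolysis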
HTRA1 inh – HTRA1 serine protease inhibitors, primary screen, biochemical, fluorescence polarization, HTS. Q92743. recombinant HTRA1, FP-rhodamine activity-based probe. inhibition, % at 5.96 µM. 340,000 tested, 0.5% active; in the data active = inhibition above about 36%;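 note: 0% = enzyme with DMSO and 100% = wells lacking enzyme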
NPR2 activator – human GC-B receptor activators, primary screen, HEK293 GC-B cells, cGMP TR-FRET, EC30 CNP; 0% at EC30 CNP, 100% saturating CNP; activation, % at 10 µM; 370,000 tested, 0.11% active; AID 1920062, 2024;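 active = activation at 10 µM reaching about 35% in either raw or pattern-adjusted values, limit read from the data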
ASAP1 inh – inhibitors of human ASAP1 ArfGAP activity, primary screen, biochemical, fluorescence polarization; ASAP1-stimulated ARF1 GTP hydrolysis, GDP FP detection; inhibition, % at 16.5 µM; 360,000 tested, 0.19% active; Arf-GAP with SH3 domain, ANK repeat and PH domain-containing protein 1 (Homo sapiens), …; in the data active = inhibition above about 25%;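 note: 0% = vehicle with enzyme and substrate and 100% = no enzyme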
Target sequence (Q9ULH1 325-724 limits assumed): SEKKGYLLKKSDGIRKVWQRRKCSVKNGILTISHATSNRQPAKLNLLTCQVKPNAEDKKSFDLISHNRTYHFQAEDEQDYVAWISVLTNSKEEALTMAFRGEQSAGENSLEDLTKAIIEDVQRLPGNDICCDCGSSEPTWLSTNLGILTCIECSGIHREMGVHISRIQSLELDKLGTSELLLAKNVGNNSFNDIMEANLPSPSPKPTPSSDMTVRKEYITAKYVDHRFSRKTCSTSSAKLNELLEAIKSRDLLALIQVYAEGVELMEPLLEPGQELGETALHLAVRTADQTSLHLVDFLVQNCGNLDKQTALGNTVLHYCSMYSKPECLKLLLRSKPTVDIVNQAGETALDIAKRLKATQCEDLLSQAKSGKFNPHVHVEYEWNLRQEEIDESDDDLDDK
SMARCA2 activ – SMARCA2 (BRM) function activators, primary screen, cell-based, luminescence, high throughput | MG213 cells, MMTV-luciferase reporter, dexamethasone, overnight | activation, % at 9.1 µM | 370,000 tested, 1% active; in the data active = activation above about 7.8%;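 note: 0% = vehicle wells and 100% = reference activator wells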
PG9 binder – binders of HIV-1 gp120 antibody PG9, primary screen, biochemical, TR-FRET. HIV-1 gp120 / PG9 antibody interaction. TR-FRET gp120-PG9 antibody binding. inhibition, % at 6.7 µM. 360,000 tested, 0.43% active. AID 624416, 2012; in the data active = inhibition above about 8.5%
An asterisk follows results filed as active. An unsorted share of the library (roughly 4.4% active in at least one column).

For COc1ccccc1N=Nc1c(O)[nH]c2ccc(Br)cc12 the results were Rev-erbA mod -0.5, rCAG binder 3.2, mABHD4 FP -1.5, GC-A act 0.6, ARFGAP1 inh -1.4, HTRA1 inh -1.0, NPR2 activator -6.0, ASAP1 inh 12.6, SMARCA2 activ -2.5 and PG9 binder -0.4.
Screening Cc1cc(CNCc2c(C(=O)N(C)Cc3ccccc3)nc3ccccn23)nn1C returned Rev-erbA mod -0.6, rCAG binder -8.0, mABHD4 FP 1.3, GC-A act 1.6, ARFGAP1 inh -5.6, HTRA1 inh 3.9, NPR2 activator 2.2, ASAP1 inh 4.3, SMARCA2 activ 0.3 and PG9 binder -2.1.
Screening CSc1ccc(CNc2ccc(Cl)cc2)cc1 returned Rev-erbA mod 2.6, rCAG binder -2.1, mABHD4 FP active, GC-A act 2.4, ARFGAP1 inh 10.9, HTRA1 inh -2.6, NPR2 activator -1.4, ASAP1 inh 0.7, SMARCA2 activ 1.6 and PG9 binder 1.9.
Screening Cc1ccc(/C=N\NC(=O)c2cc(OCC(F)(F)F)ccc2OCC(F)(F)F)cc1 returned Rev-erbA mod -0.4, rCAG binder -4.8, mABHD4 FP -3.8, GC-A act -5.4, ARFGAP1 inh 10.6, HTRA1 inh -1.0, NPR2 activator -3.8, ASAP1 inh -0.7, SMARCA2 activ -0.5 and PG9 binder -1.4.
For CCCS(=O)(=O)N1CCN(C(=O)CCC2CCCC2)CC1 the results were Rev-erbA mod -0.9, rCAG binder -6.6, mABHD4 FP 5.4, GC-A act -1.9, ARFGAP1 inh 4.0, HTRA1 inh 0.6, NPR2 activator 1.1, ASAP1 inh 9.5, SMARCA2 activ -5.1 and PG9 binder 0.2.
For CC(/C=C1\SC(=S)N(CCC(=O)Nc2nc(C)cs2)C1=O)=C\c1ccccc1 the results were Rev-erbA mod -2.6, rCAG binder 6.7, mABHD4 FP -1.5, GC-A act -3.5, ARFGAP1 inh 0.8, HTRA1 inh -19.6, NPR2 activator 0.6, ASAP1 inh -8.9, SMARCA2 activ -4.0 and PG9 binder -1.6.
CCCCn1c(NC(C)=O)c(C#N)c2nc3ccccc3nc21 was read as Rev-erbA mod 0.6, rCAG binder 10.7, mABHD4 FP -3.3, GC-A act 4.3, ARFGAP1 inh -0.5, HTRA1 inh -7.4, NPR2 activator -6.8, ASAP1 inh -4.7, SMARCA2 activ -0.3 and PG9 binder 0.2.
For CC12CCC(C/C1=N/O)C2(C)CBr (stereo unspecified) the results were Rev-erbA mod 6.3, rCAG binder -3.3, mABHD4 FP -3.6, GC-A act 4.0, ARFGAP1 inh -8.9, HTRA1 inh 9.8, NPR2 activator -1.5, ASAP1 inh -5.8, SMARCA2 activ 0.3 and PG9 binder 0.0.
`CON(C)C(=O)C[C@@H]1C[C@H](OC(=O)c2ccc([N+](=O)[O-])cc2)CN1C(=O)OC(C)(C)C` gave Rev-erbA mod -1.8, rCAG binder -3.6, mABHD4 FP 2.7, GC-A act 1.3, ARFGAP1 inh -3.3, HTRA1 inh -6.2, NPR2 activator 6.2, ASAP1 inh 5.1, SMARCA2 activ 1.9 and PG9 binder -1.2.
Screening Cc1c(NC(=O)c2ccco2)c(=O)n(-c2ccccc2)n1C returned Rev-erbA mod -3.2, rCAG binder 1.2, mABHD4 FP 0.1, GC-A act 2.9, ARFGAP1 inh -9.2, HTRA1 inh 12.1, NPR2 activator 3.5, ASAP1 inh 6.9, SMARCA2 activ -1.0 and PG9 binder 0.6.
`COc1ccc(S(=O)(=O)N(C)CC(=O)Nc2ccc3c(c2)OCO3)cc1` gave Rev-erbA mod 1.1, rCAG binder -0.7, mABHD4 FP -1.8, GC-A act 5.3, ARFGAP1 inh 1.3, HTRA1 inh 7.0, NPR2 activator 3.6, ASAP1 inh -0.1, SMARCA2 activ -3.0 and PG9 binder -1.1.
For O=C(c1ccccc1)N1CCN(Cc2ccc3c(c2)OCO3)CC1 the results were Rev-erbA mod -5.0, rCAG binder 0.5, mABHD4 FP 2.1, GC-A act 3.1, ARFGAP1 inh 3.7, HTRA1 inh -4.5, NPR2 activator -2.8, ASAP1 inh 1.8, SMARCA2 activ 2.2 and PG9 binder 1.0.
Screening CCCCOc1ccc(CNn2c(C)nc3ccccc3c2=O)cc1 returned Rev-erbA mod -0.5, rCAG binder -2.7, mABHD4 FP -2.1, GC-A act -6.8, ARFGAP1 inh -6.8, HTRA1 inh -3.9, NPR2 activator -2.4, ASAP1 inh -10.9, SMARCA2 activ 2.5 and PG9 binder -0.3.
Cc1ccc(S(=O)(=O)C(NC(=O)c2ccccc2)=C(Cl)Cl)cc1 was read as Rev-erbA mod 5.8, rCAG binder 0.6, mABHD4 FP -1.9, GC-A act -0.9, ARFGAP1 inh 0.1, HTRA1 inh 0.5, NPR2 activator -1.1, ASAP1 inh 4.6, SMARCA2 activ 0.1 and PG9 binder -0.7.
For CCN(CC(=O)Nc1c(F)cccc1F)C(=O)CCN1C(=O)C2CC=CCC2C1=O (stereo unspecified) the results were Rev-erbA mod -5.5, rCAG binder -0.8, mABHD4 FP 1.3, GC-A act 3.9, ARFGAP1 inh 1.3, HTRA1 inh 1.8, NPR2 activator 1.0, ASAP1 inh -4.5, SMARCA2 activ -2.2 and PG9 binder -0.4.
Screening Nc1ccc(CCc2ccccn2)cc1 returned Rev-erbA mod -8.1, rCAG binder 1.9, mABHD4 FP -1.9, GC-A act -0.4, ARFGAP1 inh 1.6, HTRA1 inh 4.5, NPR2 activator 1.1, ASAP1 inh -4.2, SMARCA2 activ 0.6 and PG9 binder 0.8.
Cn1c(NC(=O)C[n+]2cc(-c3ccc(Cl)cc3)n3c2CCC3)cc(=O)n(C)c1=O was read as Rev-erbA mod -3.6, rCAG binder 5.8, mABHD4 FP -2.6, GC-A act 6.3, ARFGAP1 inh 1.8, HTRA1 inh 3.6, NPR2 activator -3.2, ASAP1 inh 10.1, SMARCA2 activ 0.5 and PG9 binder -2.4.
`N/N=C(\c1ccccc1)C12CN3CN(CN(C3)C1)C2` gave Rev-erbA mod 1.1, rCAG binder -1.4, mABHD4 FP -5.1, GC-A act -1.0, ARFGAP1 inh -9.5, HTRA1 inh 3.8, NPR2 activator 1.1, ASAP1 inh 2.3, SMARCA2 activ 1.2 and PG9 binder -0.4.
Screening COc1ccc(OCCOCCOc2ccc(C)cc2[N+](=O)[O-])cc1 returned Rev-erbA mod -0.3, rCAG binder -7.3, mABHD4 FP -1.3, GC-A act -1.1, ARFGAP1 inh 13.4, HTRA1 inh 0.1, NPR2 activator -3.2, ASAP1 inh 10.5, SMARCA2 activ -2.0 and PG9 binder -1.4.
For O=C(O)CCC(=O)NNC(=O)COc1cccc(Cl)c1 the results were Rev-erbA mod -1.5, rCAG binder -0.9, mABHD4 FP -5.9, GC-A act -1.5, ARFGAP1 inh 10.5, HTRA1 inh 7.6, NPR2 activator 1.8, ASAP1 inh 6.2, SMARCA2 activ 0.8 and PG9 binder 1.6.
Screening CCN(CC)CCNC1=NCCn2c1cc1cc(OC)ccc12 returned Rev-erbA mod -0.5, rCAG binder -0.5, mABHD4 FP -3.8, GC-A act -0.9, ARFGAP1 inh 0.0, HTRA1 inh -11.2, NPR2 activator 3.7, ASAP1 inh 6.9, SMARCA2 activ 2.0 and PG9 binder 1.8.
Screening COc1ccc(CNC(=O)COC(=O)CCC2CCCCC2)cc1 returned Rev-erbA mod 3.3, rCAG binder -8.8, mABHD4 FP -12.2, GC-A act -0.4, ARFGAP1 inh -13.7, HTRA1 inh -9.5, NPR2 activator 4.7, ASAP1 inh 6.1, SMARCA2 activ -1.2 and PG9 binder -0.3.
For CC(/C=C/c1ccco1)=N\NC(=O)c1cc(Cl)ccc1O the results were Rev-erbA mod 2.0, rCAG binder 49.1*, mABHD4 FP 23.0, GC-A act 4.2, ARFGAP1 inh 2.3, HTRA1 inh 27.3, NPR2 activator -3.1, ASAP1 inh -1.1, SMARCA2 activ 0.2 and PG9 binder -1.6.
O=C(COC(=O)c1ccc(O)cc1O)c1ccc2c(c1)OCO2 was read as Rev-erbA mod -2.5, rCAG binder 5.0, mABHD4 FP 25.5, GC-A act 3.0, ARFGAP1 inh 4.6, HTRA1 inh -0.6, NPR2 activator 0.6, ASAP1 inh 4.8, SMARCA2 activ 1.3 and PG9 binder -0.8.
For COCCN(C(=O)CSCc1ccc(C)cc1)c1c(N)n(CC(C)C)c(=O)[nH]c1=O the results were Rev-erbA mod -8.1, rCAG binder 0.6, mABHD4 FP 0.9, GC-A act 0.8, ARFGAP1 inh 4.0, HTRA1 inh 8.0, NPR2 activator -1.3, ASAP1 inh -2.7, SMARCA2 activ -0.3 and PG9 binder 2.0.
For CCN(CC)CCN(C(=O)Cn1nnc(-c2ccc(C)o2)n1)C(C(=O)NC1CCCC1)c1ccc(F)cc1 (stereo unspecified) the results were Rev-erbA mod -7.9, rCAG binder -6.5, mABHD4 FP 3.9, GC-A act -8.1, ARFGAP1 inh 1.7, HTRA1 inh -3.5, NPR2 activator 0.7, ASAP1 inh -2.6, SMARCA2 activ -1.2 and PG9 binder -0.8.
O=C(O)CC(CC(=O)Nc1ccc(-n2ccc(C(F)(F)F)n2)cc1)c1ccccc1 (stereo unspecified) was read as Rev-erbA mod 1.8, rCAG binder 5.3, mABHD4 FP 7.5, GC-A act 0.7, ARFGAP1 inh 9.6, HTRA1 inh 1.9, NPR2 activator 0.6, ASAP1 inh -1.4, SMARCA2 activ 3.4 and PG9 binder -0.9.
`O=C(NCCc1ccc(F)cc1)C1CCC(=O)N(CC2CCCCC2)C1` (stereo unspecified) gave Rev-erbA mod 8.8, rCAG binder 1.8, mABHD4 FP 0.4, GC-A act 4.3, ARFGAP1 inh 6.2, HTRA1 inh -2.5, NPR2 activator -3.9, ASAP1 inh -1.2, SMARCA2 activ -0.5 and PG9 binder -1.1.
`COC(=O)c1ccccc1NS(=O)(=O)c1ccc(NC(C)=O)cc1` gave Rev-erbA mod -6.5, rCAG binder -3.2, mABHD4 FP -5.6, GC-A act -2.5, ARFGAP1 inh 5.1, HTRA1 inh 1.6, NPR2 activator 1.2, ASAP1 inh 14.6, SMARCA2 activ -3.0 and PG9 binder -0.1.

Screening data as filed in PubChem.
